# Rab9 promoter act – activators of Rab9 promoter; Huh7 Rab9 promoter-luciferase reporter, luminescence, 24 h; Potency, µM (doses to about 9.22 µM), inactives show top-dose activation, negative = inhibition, usual class: activators; 320,000 tested, 2.8% active; AID 485297; also: potency is read from the fitted curve at half-maximal effect; % of control where 0% means no effect; nearly all actives have a fitted effect of over 60% in size
#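 Using Huh7 cells stably transfected with Rab9 promoter–luciferase, compounds were incubated 24 h at 37 °C, 5% CO2; luciferase luminescence was read 10 min after reagent addition.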
# BRCA1 expr act – increases BRCA1 expression; Potency, µM (doses to about 46.1 µM), for inactives: top-dose activation, hits mostly activators; MCF7-BRCA1-FFLuc reporter, luminescence, 48 h; response scale: scaled: vehicle 0%, 10 µM genistein 100%; 380,000 tested, 1.1% active; also: potency is read from the fitted curve at half-maximal effect; nearly all actives have a fitted effect of over 80% in size; some results filed as inactive show a strong effect at the top dose
#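 Activators of BRCA1 expression were detected as increased firefly luciferase luminescence in engineered MCF7 cells after 48 h compound incubation. Signals were scaled to genistein 10 microM as full activation.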
# RORgamma inh – ROR gamma (mouse) transcription inhibition; Drosophila S2 Gal4-RORgamma UAS-luciferase reporter, 20 h; Potency, µM (top dose mostly 53.6 µM), for inactives: at the highest dose activity change, negative = inhibition, hits mostly inhibitors; 310,000 tested, 5.4% active; AID 2551; also: potency is read from the fitted curve at half-maximal effect; % is scaled to controls: 0 for no effect and ±100 for the full control effect; nearly all actives have a fitted effect of over 60% in size
#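 Read-out: Photinus luciferase luminescence; inhibitors lower reporter signal. Insect Schneider cells with Gal4-ROR gamma fusion under metallothionein promoter, UAS reporter; 700 uM final copper sulfate induction, 20 hr, ambient temperature.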
# Menin MLL FP TR – inhibitors of human menin-MLL interaction, mutant MLL peptide; Potency, µM (titrated, usually from 61.6 µM), for the others: at the highest dose FP activity change, negative = inhibition, most hits filed as inhibitors; 270,000 tested, 0.23% active; O00255; AID 1768; Menin + Texas Red MLL mutant peptide, fluorescence polarization; active = well fitted inhibition curve with a large enough effect in the polarisation, with a control signal flat, not every such curve was filed as active; inconclusive = small, poorly fitted or top-dose-only effect, or effect the other way, or a change in a side signal; inactive = no such curve, though single readings can be large or run the other way; the % refers to the polarisation; also: potency is read from the fitted curve at half-maximal effect; % of control where 0% means no effect; many of its hits are not listed in these tables
# Target sequence (O00255 whole entry, looked up): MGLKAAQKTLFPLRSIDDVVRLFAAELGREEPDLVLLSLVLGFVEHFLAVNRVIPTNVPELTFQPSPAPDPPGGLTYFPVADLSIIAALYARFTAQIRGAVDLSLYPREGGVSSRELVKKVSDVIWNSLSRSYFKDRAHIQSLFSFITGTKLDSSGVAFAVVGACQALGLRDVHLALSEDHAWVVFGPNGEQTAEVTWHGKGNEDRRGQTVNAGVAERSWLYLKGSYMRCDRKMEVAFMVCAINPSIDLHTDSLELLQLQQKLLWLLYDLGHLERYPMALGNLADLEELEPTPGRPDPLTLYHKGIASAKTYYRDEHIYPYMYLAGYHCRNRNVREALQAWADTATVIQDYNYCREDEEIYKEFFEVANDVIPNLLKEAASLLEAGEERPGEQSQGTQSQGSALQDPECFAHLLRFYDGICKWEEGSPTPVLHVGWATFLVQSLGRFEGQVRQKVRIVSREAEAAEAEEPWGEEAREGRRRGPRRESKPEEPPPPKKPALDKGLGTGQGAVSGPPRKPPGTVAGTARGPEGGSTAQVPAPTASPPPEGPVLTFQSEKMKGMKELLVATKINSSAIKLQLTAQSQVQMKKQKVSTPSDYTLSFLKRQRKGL
# Giardia kill – kills Giardia lamblia; Giardia lamblia trophozoite viability; activity change, % at 7.66 µM, hits read low; 340,000 tested, 0.15% active; AID 540267; in the data active = activity change below about -80%; inconclusive = between about -30% and that limit;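 also: parasites exposed to compound for two days anaerobically before the ATP read; % is scaled to controls: 0 for no effect and ±100 for the full control effect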
#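 Luminescence from cellular ATP indicates surviving trophozoites (100 cells/well) following 48 hrs anaerobic compound treatment at 37 deg C; signal develops 15-30 min at room temperature.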
# PKM2 act – increases activity of human pyruvate kinase M2 | P14618 | purified PKM2, Kinase-Glo ATP luminescence, activation; response scale: 0% is enzyme alone, no compound | Potency, µM (top dose mostly 57.5 µM), for the others: top-dose activation, most hits filed as activators | 260,000 tested, 0.34% active | AID 1631; also: potency is read from the fitted curve at half-maximal effect; % is scaled to controls: 0 for no effect and ±100 for the full control effect; nearly all actives have a fitted effect of over 55% in size
#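 Purified hPK-M2 (>95% pure) converted ADP (0.1 mM final) to ATP with 0.5 mM PEP in 50 mM imidazole pH7.2, KCl, MgCl2, Tween 20, BSA; 1 h at room temperature. ATP detected by Kinase-Glo luminescence.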
# NPC1 prom act – activators of NPC1 promoter; Huh7 NPC1 promoter luciferase reporter, 24 h; Potency, µM (top dose mostly 9.22 µM), inactives show top-dose activation, actives largely listed as activators; 320,000 tested, 2.4% active;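 also: potency is read from the fitted curve at half-maximal effect; % of control where 0% means no effect; nearly all actives have a fitted effect of over 60% in size; reporter is driven by a mutant NPC1 promoter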
#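 Stably transfected Huh7 (NPC1 promoter→luciferase), 1500 cells/well in Opti-MEM + 10% FBS, 2 h settle, then compound 24 h at 37 °C. Luminescence after 10 min with Amplite reagent.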
# p53 reactivator – restores transcriptional activity of mutant p53. H1299 p53-A138V BP100-luciferase reporter, luminescence, 24 h. Potency, µM (titrated, usually from 92.2 µM), for inactives: at the highest dose activity change, positive = activation, usual class: activators. 320,000 tested, 0.063% active; also: potency is read from the fitted curve at half-maximal effect; % of control where 0% means no effect; nearly all actives have a fitted effect of over 45% in size
#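 H1299 (p53-null), stable ts p53-A138V + BP100-Luc; 1000 cells/well, Opti-MEM/10% FBS; cpd 4 pt, 1:5; 24 h, 37 deg C, 5% CO2; detection reagent 10 min RT; luminescence.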
# ELG1 genotoxic – induces genotoxicity in HEK293T cells with luciferase-tagged ELG1; HEK293T ELG1-luciferase reporter, luminescence, 16 h; Potency, µM (doses to about 46 µM), for inactives: top-dose activity change, positive = activation, actives largely listed as activators; 330,000 tested, 1.3% active; also: potency is read from the fitted curve at half-maximal effect; % of control where 0% means no effect; nearly all actives have a fitted effect of over 60% in size
#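 After overnight (16 hr) compound treatment at 37 °C, ELG1-luciferase HEK293T cells were lysed with ONE-Glo; luminescence quantified 30 min later at room temperature.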
# VP16 counter – inhibits Gal4-VP16 luciferase reporter, ROR gamma counter-screen | Drosophila S2 Gal4-VP16 UAS-luciferase, luminescence, 20 h | 310,000 tested, 3.5% active | AID 2546 | Potency, µM (top dose mostly 53.6 µM), without a hit: at the highest dose activity, negative = inhibition, actives largely listed as inhibitors;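 also: Gal4-VP16 expression switched on by copper sulfate through the metallothionein promoter; potency is read from the fitted curve at half-maximal effect; % is scaled to controls: 0 for no effect and ±100 for the full control effect; nearly all actives have a fitted effect of over 50% in size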
# FLuc counter – inhibits or activates purified firefly luciferase, miR-21 counter-screen. P08659. purified FLuc, Km substrates, luminescence inhibition. Potency, µM (doses to about 57.5 µM), for the others: at the top dose activity change, negative = inhibition, usual class: inhibitors. 360,000 tested, 6.9% active. AID 588342;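 also: potency is read from the fitted curve at half-maximal effect; plate controls were vehicle for no effect and reference inhibitor for full effect; nearly all actives have a fitted effect of over 55% in size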
#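 Biochemical qHTS of compounds, final roughly 60 µM downward over six points, against 10 nM purified firefly luciferase using Km concentrations of substrates (10 uM D-luciferin, 10 uM ATP) in Tris acetate pH 7.5 buffer; luminescence output.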
# * marks the source's active call; other numbers are inactive results; u = inconclusive; x = no result given; & = joins results of further samples; [ ] = remark or other dose. Unless noted, calls follow the shape of the dose curve; as a rule, active = well fitted curve in the direction sought with a large enough effect; inconclusive = small, poorly fitted or top-dose-only effect, or another doubt; inactive = no such curve, though single readings can be large; an effect the other way counts as inactive or inconclusive. A portion of the library; the hit share may differ from the screen's.
SMILES,Rab9 promoter act,BRCA1 expr act,RORgamma inh,Menin MLL FP TR,Giardia kill,PKM2 act,NPC1 prom act,p53 reactivator,ELG1 genotoxic,VP16 counter,FLuc counter
CC1CC(C)CN(c2ncnc3c2cnn3-c2ccc(Cl)cc2)C1 (centres undefined),0.71µM*,u,24%,5%,1,3%,2µM*,u,u,u,2.1µM*
CN(C)C(=O)c1ccc(NC(=O)COC(=O)C2CCN(S(=O)(=O)c3ccc4c(c3)OCCO4)CC2)cc1,-1%,-13%,x,x,-2,x,2%,12%,0%,x,-2%
O=C(COc1ccccc1)N1CCN=C1SCc1cccc(F)c1,-1%,-16%,26%,x,1,5%,2%,3%,-1%,3%,2%
CN1CCN(C(=O)c2cc3c(s2)-c2ccccc2S(=O)(=O)C3)CC1,1%,-1%,-4%,13%,u,-1%,-1%,0%,-2%,-9%,-1%
COc1cc(NC(=O)Cn2c(C)cc3ccccc3c2=O)cc(OC)c1OC,3%,-3%,1%,-9%,-6,0%,1%,1%,2%,-14%,-1%&1%
CC1=C(C#N)c2nc(N)c(C#N)c(C)c2/C1=C\c1ccc(OCC(=O)O)c(Cl)c1,-4%,-12%,-14%,x,9,21%,-6%,-1%,-7%,-5%,-27%
Cc1cccc(NS(=O)(=O)c2c(C)[nH]c(C)c2C(=O)N2CCCC2)c1,-4%,0%,-10%,-4%,0,x,0%,7%,0%,1%,1%
COc1ccccc1-c1nnc(C2CCN(S(=O)(=O)c3ccc([N+](=O)[O-])cc3)CC2)o1,5%,-31%,-22%,x,28,x,1%,-1%,-7%,-1%,-2%
CCOC(=O)c1c(C)[nH]c(C(=O)OCCOc2ccccc2C)c1C,4µM*,u,u,11%,10,0%,4µM*,u,u,-20%,3.4µM*
C/C=C/C(=O)Nc1cccc(C2=NOC3(C2)C[C@H](C(N)=O)N(C(=O)/C=C/C)C3)c1 (some centres undefined),-2%,12%,6%,x,u,0%,-5%,-6%,4%,13%,1%

# Reprinted from above, 7 compounds:
SMILES,Rab9 promoter act,BRCA1 expr act,RORgamma inh,Menin MLL FP TR,Giardia kill,PKM2 act,NPC1 prom act,p53 reactivator,ELG1 genotoxic,VP16 counter,FLuc counter
CC1CC(C)CN(c2ncnc3c2cnn3-c2ccc(Cl)cc2)C1 (centres undefined),0.71µM*,u,24%,5%,1,3%,2µM*,u,u,u,2.1µM*
CN(C)C(=O)c1ccc(NC(=O)COC(=O)C2CCN(S(=O)(=O)c3ccc4c(c3)OCCO4)CC2)cc1,-1%,-13%,x,x,-2,x,2%,12%,0%,x,-2%
O=C(COc1ccccc1)N1CCN=C1SCc1cccc(F)c1,-1%,-16%,26%,x,1,5%,2%,3%,-1%,3%,2%
CN1CCN(C(=O)c2cc3c(s2)-c2ccccc2S(=O)(=O)C3)CC1,1%,-1%,-4%,13%,u,-1%,-1%,0%,-2%,-9%,-1%
COc1cc(NC(=O)Cn2c(C)cc3ccccc3c2=O)cc(OC)c1OC,3%,-3%,1%,-9%,-6,0%,1%,1%,2%,-14%,-1%&1%
CC1=C(C#N)c2nc(N)c(C#N)c(C)c2/C1=C\c1ccc(OCC(=O)O)c(Cl)c1,-4%,-12%,-14%,x,9,21%,-6%,-1%,-7%,-5%,-27%
Cc1cccc(NS(=O)(=O)c2c(C)[nH]c(C)c2C(=O)N2CCCC2)c1,-4%,0%,-10%,-4%,0,x,0%,7%,0%,1%,1%

# More entries follow:
SMILES,Rab9 promoter act,BRCA1 expr act,RORgamma inh,Menin MLL FP TR,Giardia kill,PKM2 act,NPC1 prom act,p53 reactivator,ELG1 genotoxic,VP16 counter,FLuc counter
COc1ccc(/C=C/c2cc(C(F)(F)F)[nH]c(=O)n2)cc1OC,-1%,-48%,-28%,-15%,-18,6%,-5%,-3%,1%,1%,u
CCn1c(NCc2ccccn2)nc2ccccc21,7%,46%,10%,-2%,4,0%,8%,26%,3%,5%,u
COc1ccc(OCC(O)CN2CCOCC2)cc1 (centres undefined),3%,0%,-10%,17%,36[activator],1%,7%,x,-1%,-3%,0%
Cc1ccc(NC(=O)c2ccc(C(C)(C)C)cc2)cc1-n1cnnn1,-1%,-1%,1%,9%,17,0%,-9%,-1%,0%,-6%,-2%
CC(C)(C)OC(=O)NCc1ccc(CNC(=O)c2nc[nH]c2C(=O)N2CCN(c3ccccc3)CC2)cc1,-7%,0%,x,x,12,x,-4%,5%,-8%,x,-1%
CCOC(=O)CSc1[nH]c(=O)cc(C)c1C#N,-3%,0%,-19%,x,2,0%,-1%,-2%,3%,5%,6%
COc1ccccc1[C@H]1C(c2cccc(Cl)c2)=NN(c2ccccc2)[C@@H]1CO,x,-47%,3%,u,-9,x,x,-27%,-11%,-10%,x
CCn1c(N2CCN(S(=O)(=O)CC)CC2)nc2ccccc21,-12%,1%,-17%,12%,-7,-19%,-1%,-3%,-1%,-11%,-4%
CCC(CO)n1cnnc1-c1ccncc1 (centres undefined),-5%,7%,-1%,5%,-7,-5%,1%,2%,0%,-1%,-2%
CC(C)Cn1c(N)c(C(=O)COC(=O)c2cccc(Cl)c2)c(=O)n(C)c1=O,0%,-2%,21%,24%,-7,0%,0%,4%,-8%,-7%,4%
COc1ccc(/C=C2\SC(=S)N(CC3CCCO3)C2=O)cc1 (centres undefined),25%,4%,23%,x,1,-6%,6%,20%,10%,2%,11µM*
